eIF4E-4G inh: inhibitors of eIF4E and eIF4G interaction in translation initiation. AID 782. inhibition, % at 21.7 µM. hit rate 0.37% among 220,000. P63073+Q04637. TR-FRET eIF4E-eIF4GI(517-606) binding, 2 h;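 active = inhibition above about 30%, limit read from the data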;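 also: 0% = full FRET control wells and 100% = background wells lacking eIF4GI fragment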
p97 inhibitor: human p97 ATPase inhibition. recombinant p97 ATPase, Kinase-Glo ATP luminescence, 3 h. inhibition, % at 8 µM. P55072. hit rate 0.42% among 220,000. AID 1481; in the data active = inhibition above about 15%;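 also: 0% = DMSO vehicle and 100% = wells lacking enzyme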
NPY1 pot ag: potentiates or activates human NPY-Y1 receptor. activation, % at 3.6 µM. AID 1304. NPY-Y1 expressing cells, potentiator/agonist activation. P25929. hit rate 0.37% among 220,000; in the data active = activation above about 33%, passing the limit was not always enough;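 also: cells stimulated with NPY at EC10 then isoproterenol at EC100; 0% = low agonist plus stimulus and 100% = saturating agonist plus stimulus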
Target sequence (P25929 whole entry, looked up): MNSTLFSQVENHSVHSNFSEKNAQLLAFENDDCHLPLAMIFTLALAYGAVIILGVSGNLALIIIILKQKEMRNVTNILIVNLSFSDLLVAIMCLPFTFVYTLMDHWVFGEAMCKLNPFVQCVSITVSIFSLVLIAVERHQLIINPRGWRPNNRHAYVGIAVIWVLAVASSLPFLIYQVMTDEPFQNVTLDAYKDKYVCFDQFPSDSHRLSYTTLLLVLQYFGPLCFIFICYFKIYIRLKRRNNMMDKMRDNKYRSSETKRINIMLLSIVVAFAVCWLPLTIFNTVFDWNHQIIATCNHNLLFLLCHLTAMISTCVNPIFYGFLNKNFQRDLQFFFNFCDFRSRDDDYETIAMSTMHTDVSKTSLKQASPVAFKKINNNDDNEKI
S1P4 ag: agonists of human S1P4 receptor. activation, % at 4.98 µM. hit rate 0.35% among 220,000. AID 1509. S1P4-expressing cell line, agonist reporter assay; in the data active = activation above about 11%;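 also: 0% = DMSO vehicle and 100% = reference agonist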
NPY2 pot ag: potentiators or agonists of human neuropeptide Y receptor Y2; activation, % at 3.6 µM; P49146; hit rate 0.45% among 220,000; cells expressing NPY-Y2, potentiator/agonist read-out; in the data active = activation above about 27%;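 also: cells stimulated with NPY near EC25 plus isoproterenol at EC100; 0% = vehicle plus submaximal agonist and 100% = vehicle plus saturating agonist; some results beyond the cut were filed as inactive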
PGE2 EP2 inh: blocks the human prostaglandin E2 receptor EP2. P43116. hit rate 0.52% among 260,000. inhibition, % at 25 µM. C6 glioma cells expressing human EP2, cAMP TR-FRET; cells stimulated with saturating PGE2;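 active = percent inhibition above 40 after rounding to a whole number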;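 also: rat C6 glioma host cells with rolipram phosphodiesterase inhibitor present; the protocol text gives 20 µM as final concentration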
Target sequence (P43116 whole entry, looked up): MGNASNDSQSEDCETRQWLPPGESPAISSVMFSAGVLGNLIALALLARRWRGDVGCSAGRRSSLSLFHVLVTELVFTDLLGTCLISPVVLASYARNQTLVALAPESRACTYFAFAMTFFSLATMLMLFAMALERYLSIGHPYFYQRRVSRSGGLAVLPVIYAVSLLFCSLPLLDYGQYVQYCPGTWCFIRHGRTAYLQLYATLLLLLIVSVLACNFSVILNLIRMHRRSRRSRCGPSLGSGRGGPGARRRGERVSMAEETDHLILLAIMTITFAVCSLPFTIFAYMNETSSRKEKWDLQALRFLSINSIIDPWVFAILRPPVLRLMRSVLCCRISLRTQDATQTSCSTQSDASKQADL
NPY Y1 blocker: blocks the human neuropeptide Y Y1 receptor. P25929. HEK293-CNG Y1 cells, membrane potential fluorescence; NPY at EC95, then isoproterenol. inhibition, % at 3.6 µM. hit rate 1% among 200,000. AID 1040;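 active = inhibition above the campaign mean inhibition of all tested compounds plus 3 SD, cut at about 20% in these data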;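 also: 0% = DMSO wells given NPY plus isoproterenol and 100% = isoproterenol alone without NPY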
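Material: HEK293 cells co-expressing NPY Y1 receptor and cyclic-nucleotide gated channel. Timing: compound incubation 1 h at room temperature, readout 45 min post-stimulation. Signal: fluorescence, membrane potential probe.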
EP2 modulator: EP2 receptor (human) modulation; P43116; EP2-expressing cells, cAMP HTRF FRET, PGE2 co-stimulation; induction, % at 25 µM; hit rate 0.83% among 260,000; AID 940;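 active = compounds whose cAMP rise, as percent of the full-agonist control response, exceeds 60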;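 also: rat C6 glioma line stably carrying human EP2 under a CMV promoter; the protocol text gives 20 µM as final concentration; 100% = response of wells given 1 µM PGE2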
S1P4 antagonist: antagonists of human S1P4 receptor | S1P4-expressing cells, antagonist mode, reporter read-out | AID 1510 | hit rate 0.26% among 220,000 | inhibition, % at 4.98 µM; in the data active = inhibition above about 29%;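 also: 0% = wells stimulated with agonist and 100% = vehicle wells without agonist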
Starred values were filed as active, the others as inactive; & = joins results of further samples. Some of the compounds tested; rates above refer to the full screens.

For COc1cc2c(cc1OC)CN(Cc1cc(=O)oc3cc(C)c(C)cc13)CC2 the results were eIF4E-4G inh 3, p97 inhibitor -1, NPY1 pot ag -30, S1P4 ag 0.2, NPY2 pot ag -11, PGE2 EP2 inh 3, NPY Y1 blocker -6, EP2 modulator 3 and S1P4 antagonist -6.
Screening CCOC(=O)CNC(=O)c1cn(C)c(=O)c2cc(OC)c(OC)cc12 returned eIF4E-4G inh -2, p97 inhibitor -1, NPY1 pot ag 1, S1P4 ag 0.2, NPY2 pot ag 10, PGE2 EP2 inh 3, NPY Y1 blocker -2, EP2 modulator 11 and S1P4 antagonist 0.
`c1ccc(-c2ccc(-c3ccccn3)s2)nc1` gave eIF4E-4G inh 7, p97 inhibitor -13, NPY1 pot ag -9, S1P4 ag -0.2, NPY2 pot ag -2, PGE2 EP2 inh 2, EP2 modulator -36 and S1P4 antagonist 3.
`CSc1nc(N)nc(SCC(=O)Nc2cccc(F)c2)c1C#N` gave eIF4E-4G inh -3, p97 inhibitor 6, NPY1 pot ag 31, S1P4 ag 1.5, NPY2 pot ag 22, PGE2 EP2 inh 7, NPY Y1 blocker -7, EP2 modulator -16 and S1P4 antagonist -7.
Cc1ccc(C)c(NS(=O)(=O)c2ccc(OCC(=O)NCC3CCCO3)cc2)c1 (configuration not stated) was read as eIF4E-4G inh -1, p97 inhibitor -2, NPY1 pot ag -4, S1P4 ag 1.0, NPY2 pot ag 5, PGE2 EP2 inh 7, NPY Y1 blocker 1, EP2 modulator -22 and S1P4 antagonist -16.
Screening CC(C)(C)OC(=O)N1CCC(c2cc(=O)n3[nH]cc(C(=O)Nc4ccc(F)c(Cl)c4)c3n2)CC1 returned eIF4E-4G inh 16, p97 inhibitor -7, NPY1 pot ag -23, S1P4 ag 0.5, NPY2 pot ag -13, PGE2 EP2 inh 6, EP2 modulator 40 and S1P4 antagonist 8.
Screening COc1ccc(OC)c(Cc2nnc(CCC(=O)N3CCC(N4CCCCC4)CC3)o2)c1 returned eIF4E-4G inh 0, p97 inhibitor -1, NPY1 pot ag 6, S1P4 ag -0.8, NPY2 pot ag 0, PGE2 EP2 inh 5, NPY Y1 blocker 2, EP2 modulator -3 and S1P4 antagonist -14.
For Cc1ccc(CONC(=O)c2ccccc2)cc1 the results were eIF4E-4G inh -8, p97 inhibitor -4, NPY1 pot ag -25, S1P4 ag 0.1, NPY2 pot ag -12, PGE2 EP2 inh 7, EP2 modulator 5 and S1P4 antagonist -1.
Screening CCc1ccc(NC(=O)Nc2ccc3c(c2)N(C)C(=O)CS3)cc1 returned eIF4E-4G inh 2, p97 inhibitor 2, NPY1 pot ag 3, S1P4 ag -1.8, NPY2 pot ag 9, PGE2 EP2 inh 25, NPY Y1 blocker -4, EP2 modulator -4 and S1P4 antagonist -17.
For CC1Oc2ccccc2C=C1/C=N/NC(=O)c1ccccc1O (configuration not stated) the results were eIF4E-4G inh -3, p97 inhibitor 2, NPY1 pot ag -26, S1P4 ag 1.7, NPY2 pot ag -4, PGE2 EP2 inh 7, NPY Y1 blocker 1, EP2 modulator 3 and S1P4 antagonist -6.
`CC(=O)NC1=NC(=O)CS1` gave eIF4E-4G inh -7, p97 inhibitor 6, NPY1 pot ag -4, S1P4 ag 3.1, NPY2 pot ag -3, PGE2 EP2 inh 9, NPY Y1 blocker 5, EP2 modulator 14 and S1P4 antagonist -15.
`Cc1cc2cc(CN(CC3CCCO3)C(=S)Nc3ccccc3)c(=O)[nH]c2cc1C` (configuration not stated) gave eIF4E-4G inh 14, p97 inhibitor 6, NPY1 pot ag -15, S1P4 ag 0.6, NPY2 pot ag 11, PGE2 EP2 inh 8, NPY Y1 blocker 5, EP2 modulator -8 and S1P4 antagonist -10.
Screening CCOC(=O)C1(Cc2cccc(F)c2)CCN(C2CCOCC2)CC1 returned eIF4E-4G inh -1, p97 inhibitor -1, NPY1 pot ag -17, S1P4 ag -1.8, NPY2 pot ag 8, PGE2 EP2 inh 7, NPY Y1 blocker 5, EP2 modulator -21 and S1P4 antagonist 9.
Screening CCOC(=O)CSc1nc(C)cc(=O)[nH]1 returned eIF4E-4G inh 5, p97 inhibitor 0, NPY1 pot ag -14, S1P4 ag -0.6, NPY2 pot ag 9, PGE2 EP2 inh 8, NPY Y1 blocker 3, EP2 modulator 29 and S1P4 antagonist -20.
For COc1ccccc1NS(=O)(=O)c1cccc(NC(=O)Nc2ccccc2)c1 the results were eIF4E-4G inh 14, p97 inhibitor 4, NPY1 pot ag 21, S1P4 ag 0.0, NPY2 pot ag 16, PGE2 EP2 inh 10, NPY Y1 blocker -5, EP2 modulator -82 and S1P4 antagonist -27.
Screening O=c1c2oc3ccccc3c2ncn1Cc1ccc(F)cc1 returned eIF4E-4G inh -1, p97 inhibitor 2, NPY1 pot ag 2, S1P4 ag -2.3, NPY2 pot ag 8, PGE2 EP2 inh 8, NPY Y1 blocker -3, EP2 modulator -30 and S1P4 antagonist 10.
Screening N#C/C(=C\c1cccn1-c1ccccc1)C(=O)NC1CCCCC1 returned eIF4E-4G inh -4, p97 inhibitor -3, NPY1 pot ag -30, S1P4 ag -0.4, NPY2 pot ag -14, PGE2 EP2 inh 5, NPY Y1 blocker 1, EP2 modulator 5 and S1P4 antagonist -10.
`Cc1ccc(S(=O)(=O)/N=C(/c2ccccc2)N2CCOCC2)c(C)c1` gave eIF4E-4G inh -1, p97 inhibitor -3, NPY1 pot ag 1, S1P4 ag 1.2, NPY2 pot ag -10, PGE2 EP2 inh 7, NPY Y1 blocker -1, EP2 modulator 18 and S1P4 antagonist -1.
For CC1CCCCN1CCCNC(=O)c1cc(Br)c(Br)[nH]1 (configuration not stated) the results were eIF4E-4G inh 2, p97 inhibitor 3, NPY1 pot ag -1, S1P4 ag 0.1, NPY2 pot ag -15, PGE2 EP2 inh 4, NPY Y1 blocker 16, EP2 modulator -3 and S1P4 antagonist -11.
For Cc1ccc(S(=O)(=O)N2CCC(C(=O)O)CC2)cc1 the results were eIF4E-4G inh 2, p97 inhibitor 6, NPY1 pot ag 10, S1P4 ag 0.5, NPY2 pot ag -5, PGE2 EP2 inh 11, NPY Y1 blocker -7, EP2 modulator 37 and S1P4 antagonist -12.
For CCC(=O)N1CCc2cc(OC)c(OC)cc2C1COc1ccc(C(=O)OC)cc1 (configuration not stated) the results were eIF4E-4G inh -4, p97 inhibitor -2, NPY1 pot ag -18, S1P4 ag 1.5, NPY2 pot ag -13, PGE2 EP2 inh 7, NPY Y1 blocker 5, EP2 modulator 22 and S1P4 antagonist -7.
Cc1ccc(C)c2c1cc(C)c1nnc(SCC(=O)Nc3nc4c(s3)CCCC4)n12 was read as eIF4E-4G inh 3, p97 inhibitor -4, NPY1 pot ag -6, S1P4 ag -0.2, NPY2 pot ag -9, PGE2 EP2 inh 18, NPY Y1 blocker 0, EP2 modulator -5 and S1P4 antagonist -18.
Screening COc1ccc(Cl)cc1NC(=O)c1cccnc1 returned eIF4E-4G inh 1, p97 inhibitor 2, NPY1 pot ag 10, S1P4 ag 2.7, NPY2 pot ag -12, PGE2 EP2 inh 0, NPY Y1 blocker 5, EP2 modulator 13 and S1P4 antagonist -6.
`O=C(CSc1ccccc1Cl)N1CCC(c2nc3ccccc3s2)CC1` gave eIF4E-4G inh -3, p97 inhibitor -9, NPY1 pot ag -13, S1P4 ag 1.4, NPY2 pot ag -12, PGE2 EP2 inh 16, NPY Y1 blocker 10, EP2 modulator -25 and S1P4 antagonist -5.
`CCCc1nnc(NC(=O)Nc2ccccc2OC)s1` gave eIF4E-4G inh 1, p97 inhibitor 2, NPY1 pot ag 11, S1P4 ag 2.4, NPY2 pot ag 11, PGE2 EP2 inh 9, NPY Y1 blocker -7, EP2 modulator -7 and S1P4 antagonist 2.
`COc1cccc(-c2nnc(NC(=O)c3ccc(S(=O)(=O)N4CC(C)OC(C)C4)cc3)o2)c1` (configuration not stated) gave eIF4E-4G inh 2, p97 inhibitor 6, NPY1 pot ag -1, S1P4 ag -0.1, NPY2 pot ag 10, NPY Y1 blocker 1, EP2 modulator -12 and S1P4 antagonist -19.
For Cc1nn(Cc2nc(-c3cccs3)no2)c(C)c1Br the results were eIF4E-4G inh -4, p97 inhibitor 4, NPY1 pot ag 1, S1P4 ag 0.1, NPY2 pot ag 13, PGE2 EP2 inh 2, NPY Y1 blocker 4, EP2 modulator 9 and S1P4 antagonist -13.
Screening NC(=O)C1(N2CCCCC2)CCN(C(=O)c2ccccc2)CC1 returned eIF4E-4G inh 1, p97 inhibitor -3, NPY1 pot ag 2, S1P4 ag -1.1, NPY2 pot ag -13, PGE2 EP2 inh 13, NPY Y1 blocker -1, EP2 modulator 11 and S1P4 antagonist -9.
For Cn1ccnc1C1CCCCN1C(=O)c1cc(COc2ccc(F)cc2F)on1 (configuration not stated) the results were eIF4E-4G inh -1, p97 inhibitor 3, NPY1 pot ag 28, S1P4 ag 1.4, NPY2 pot ag -6, PGE2 EP2 inh 11, EP2 modulator -48 and S1P4 antagonist 8.
Screening COc1ccc(-c2cc(-c3cccs3)nc3sc(C#N)c(N)c23)cc1 returned eIF4E-4G inh 1, p97 inhibitor 7, NPY1 pot ag -37, S1P4 ag -3.6, NPY2 pot ag 1, PGE2 EP2 inh 13, NPY Y1 blocker 2, EP2 modulator -2 and S1P4 antagonist 11.
O=C(Nc1ccccc1)NC1CCN(Cc2nnnn2C2CCCCC2)CC1 was read as eIF4E-4G inh -10, p97 inhibitor -5, NPY1 pot ag 0, S1P4 ag -0.3, NPY2 pot ag -5, PGE2 EP2 inh 6&10, NPY Y1 blocker -5, EP2 modulator -11&-13 and S1P4 antagonist 1.
For O=C1OC(C(=O)Nc2ccccc2)Cc2ccccc21 (configuration not stated) the results were eIF4E-4G inh -1, p97 inhibitor 4, NPY1 pot ag 11, S1P4 ag -0.7, NPY2 pot ag 4, PGE2 EP2 inh 5, NPY Y1 blocker -2, EP2 modulator 11 and S1P4 antagonist -1.

Four entries out of the list, arranged by SMILES length, low to high.
Screening NC(=O)C1(N2CCCCC2)CCN(C(=O)c2ccccc2)CC1 returned eIF4E-4G inh 1, p97 inhibitor -3, NPY1 pot ag 2, S1P4 ag -1.1, NPY2 pot ag -13, PGE2 EP2 inh 13, NPY Y1 blocker -1, EP2 modulator 11 and S1P4 antagonist -9.
O=C(Nc1ccccc1)NC1CCN(Cc2nnnn2C2CCCCC2)CC1 was read as eIF4E-4G inh -10, p97 inhibitor -5, NPY1 pot ag 0, S1P4 ag -0.3, NPY2 pot ag -5, PGE2 EP2 inh 6&10, NPY Y1 blocker -5, EP2 modulator -11&-13 and S1P4 antagonist 1.
For CCC(=O)N1CCc2cc(OC)c(OC)cc2C1COc1ccc(C(=O)OC)cc1 (configuration not stated) the results were eIF4E-4G inh -4, p97 inhibitor -2, NPY1 pot ag -18, S1P4 ag 1.5, NPY2 pot ag -13, PGE2 EP2 inh 7, NPY Y1 blocker 5, EP2 modulator 22 and S1P4 antagonist -7.
Cc1ccc(C)c2c1cc(C)c1nnc(SCC(=O)Nc3nc4c(s3)CCCC4)n12 was read as eIF4E-4G inh 3, p97 inhibitor -4, NPY1 pot ag -6, S1P4 ag -0.2, NPY2 pot ag -9, PGE2 EP2 inh 18, NPY Y1 blocker 0, EP2 modulator -5 and S1P4 antagonist -18.

High-throughput results (PubChem)
